N370S GC: inhibits or activates N370S mutant glucocerebrosidase | 330,000 tested, 0.092% active | AID 2101 | P04062 | N370S GC spleen homogenate, 4MU-glucoside fluorescence | Potency, µM (top dose mostly 59.4 µM), inactives show at the highest dose activity change, negative = inhibition, actives largely listed as inhibitors;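 further: 0% = full enzyme activity and -100% = no enzyme basal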
KAT2A inh: blocks human GCN5L2 histone acetyltransferase | GCN5L2 HAT assay, ThioGlo1 CoA-SH fluorescence | Potency, µM (doses to about 58.9 µM), without a hit: at the highest dose activity change, negative = inhibition, usual class: inhibitors | 390,000 tested, 0.21% active
Target sequence (Q92830 whole entry, looked up): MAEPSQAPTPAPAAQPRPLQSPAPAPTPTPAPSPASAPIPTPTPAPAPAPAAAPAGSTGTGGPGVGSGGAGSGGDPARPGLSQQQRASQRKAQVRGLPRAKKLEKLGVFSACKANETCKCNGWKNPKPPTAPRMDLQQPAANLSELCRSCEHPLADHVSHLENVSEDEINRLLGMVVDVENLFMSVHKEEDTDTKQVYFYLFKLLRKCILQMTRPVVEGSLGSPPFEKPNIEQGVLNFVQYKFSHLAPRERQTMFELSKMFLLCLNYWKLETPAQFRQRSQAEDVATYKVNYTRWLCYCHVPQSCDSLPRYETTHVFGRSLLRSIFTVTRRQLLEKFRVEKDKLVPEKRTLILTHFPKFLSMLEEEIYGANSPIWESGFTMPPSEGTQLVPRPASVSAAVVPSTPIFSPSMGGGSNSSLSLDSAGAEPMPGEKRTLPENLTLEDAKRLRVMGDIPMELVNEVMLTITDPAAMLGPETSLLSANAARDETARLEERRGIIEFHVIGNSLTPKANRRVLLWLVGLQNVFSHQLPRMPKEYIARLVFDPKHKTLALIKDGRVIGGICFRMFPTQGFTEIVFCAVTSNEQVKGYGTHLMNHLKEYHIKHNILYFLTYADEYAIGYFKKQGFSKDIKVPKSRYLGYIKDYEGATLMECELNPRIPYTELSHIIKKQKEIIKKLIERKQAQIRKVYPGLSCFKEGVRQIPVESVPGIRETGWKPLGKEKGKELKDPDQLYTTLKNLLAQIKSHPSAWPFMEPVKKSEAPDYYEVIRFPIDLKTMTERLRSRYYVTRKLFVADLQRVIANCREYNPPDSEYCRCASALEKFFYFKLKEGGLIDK
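Compounds, pin-transferred from DMSO stocks, meet 20nM GCN5L2 for 15 min before the reaction begins with H3(1-25) peptide (75uM) and acetyl-CoA (70uM). Thiol-reactive ThioGlo1 reports CoA release over 20 min at room temperature.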
FEN1 inhibitor: blocks human flap endonuclease 1; Recombinant FEN1 flap cleavage, fluorescence, 15 min; Potency, µM (top dose mostly 114 µM), inactives show at the highest dose activity change, negative = inhibition, hits mostly inhibitors; AID 588795; 390,000 tested, 0.35% active; P39748; further: nearly all actives have a fitted effect of over 65% in size
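Compounds are tested as a concentration series against 10 nM FEN1; after a 15 min room-temperature preincubation, 50 nM substrate starts cleavage, with plate reads at 0 and 15 min. Normalized responses are fitted by a Hill equation.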
Active calls of the source: *; ? = inconclusive; · = not tested or not shown. The call rests on the fitted dose curve; in most records, active means well fitted curve in the direction sought with a large enough effect; inconclusive means small, poorly fitted or top-dose-only effect, or another doubt; inactive means no such curve, though single readings can be large; an effect the other way counts as inactive or inconclusive. Unless noted, on the % scale 0 is the no-effect control and ±100 the full control effect; potency means the concentration at half of the fitted maximal effect. Some of the compounds tested, so the mix of outcomes need not match the whole.

compound,N370S GC,KAT2A inh,FEN1 inhibitor
Cc1ccc(NC(=O)Nc2cn(C)c(=O)c3ccccc23)c(Cl)c1,·,0%,15%
CC(C)(C)c1ccc(C(=O)NCCCNC(=O)c2ccccn2)cc1,0%,4%,7%
Cc1ccc(C)c(Nc2cc(C(=O)NC3CCCCC3)c3ccccc3n2)c1,·,4%,-9%
CCn1ccc2cc(S(=O)(=O)N3CCCN(C(=O)Nc4cccc(SC)c4)CC3)ccc21,·,-2%,11%
COc1ccc(Nc2nc(N)nc(CSC(=S)N3CCOCC3)n2)cc1,17%,-8%,-11%
OCC1(CCOc2ccccc2)CCN(Cc2ccccc2C(F)(F)F)CC1,-18%,-22%,-25%
CCc1nc2ccccc2n1CCC(C)C,7%,-4%,-11%
O=C(CSc1nc(-c2ccccc2)c(-c2ccccc2)[nH]1)NCCN1C(=O)CSC1=O,7%,-1%,12%
Cc1cccc(Nc2nc(N)c([N+](=O)[O-])c(N3CC(C)OC(C)C3)n2)c1 (stereo not drawn),-1%,-1%,?
CCC(=O)N(NC1=NS(=O)(=O)c2ccccc21)S(=O)(=O)c1ccc(C)cc1,4%,-2%,0%
Cc1ccccc1Cn1c(CN2CCN(C(=O)c3ccco3)CC2)nc2c1c(=O)n(C)c(=O)n2C,2%,0%,4%
Cc1ccccc1N(Cc1cc(=O)[nH]c2ccccc12)C(=O)CCl,-14%,?,·
Cc1csc(NC(=O)C(C)Oc2ccc(Cl)cc2C)n1 (stereo not drawn),·,-8%,4%
C=CCc1cc(C)ccc1OCC(O)CN1CCN(c2ccccc2)CC1 (stereo not drawn),?,-4%,-6%
O=C(CNc1cc(S(=O)(=O)N2CCCC2)ccc1OCC(F)(F)F)Nc1cccc(C(F)(F)F)c1,6%,-12%,-14%
CNc1nc(-c2ccccc2)nnc1C(F)(F)F,-10%,-2%,6%
COc1ccc(CCN2CC(C(=O)N(C)Cc3ccc(C)o3)CCC2=O)cc1 (stereo not drawn),4%,0%,-7%
Cc1cc(Nc2nc3c(c(=O)n(C)c(=O)n3C)n2C)n(-c2ccc(Cl)cc2)n1,-40%,-8%,-1%
CCOC(=O)C1CCN(C(=O)c2ccc(S(=O)(=O)Nc3ccccc3OC)cc2)CC1,·,-2%,19%
COc1cccc(Nc2ncc3nc(-c4ccccc4)c(=O)n(Cc4cccs4)c3n2)c1,-6%,-5%,·
Cc1ccc(NC(=O)C2C3C=CC4(CN(Cc5cccnc5)C(=O)C24)O3)cc1 (stereo not drawn),4%,-5%,-6%
c1ccc(N2CCN(c3nc4ccccc4n4nnnc34)CC2)cc1,5%,-8%,-9%
Cc1ccccc1OCCn1cc(C(=O)c2ccco2)c2ccccc21,·,4%,11%
Cc1cccc(CNc2nc(-c3cccc(NS(C)(=O)=O)c3)nc3ccccc23)c1,-16%,-15%,·
O=C1c2cccc3c([N+](=O)[O-])ccc(c23)C(=O)N1c1nccs1,1%,1%,4%
CCOC(=O)c1c(N)sc2c(O)c(Br)ccc12,7%,-8%,-2%
Cc1ccc(Nc2nnc(SCC(=O)NC3CC3)s2)cc1,·,1%,-8%
CCOC(=O)CNc1c(-c2ccc(F)cc2)nc2cnccn12,8%,?,3%
CN(C(=O)COC(=O)c1ccccc1SCC(=O)N1CCCC1)C1(C#N)CCCCC1,·,1%,-9%
Cc1ccc(CNC(=O)CCCCCn2c(=O)[nH]c3ccccc3c2=O)cc1,·,2%,-3%
Cc1ccc(CNC(=O)c2ccc(N3CCC4(CC3)CC(c3cccc(Br)c3)=NO4)c(NC(=O)c3c(Cl)cccc3Cl)c2)cc1,0%,-1%,4%
CCCOc1ccc(Br)cc1CSC(=N)N,-16%,6%,-5%
CCOC(=O)Cc1csc(NC(=S)NC(=O)c2cc(OC)c(OC)c(OC)c2)n1,3%,2%,-14%
Cc1csc(=O)n1CCC(=O)OCC(=O)Nc1ccc(Cl)cn1,0%,1%,2%
O=C(Oc1cccc(Cl)c1)N1CCOCC1,-10%,-5%,1%
CCN1CCc2nc3ccccc3c(C(=O)Nc3ccc(C#N)cc3)c2C1,0%,-10%,-10%
COc1cccc2sc(Nc3nc4ccc(NC(C)=O)cc4s3)nc12,7%,-2%,?
COc1ccc(N2CCN(C(=O)CCc3c(C)nc4cc(-c5ccc(OC)cc5OC)nn4c3C)CC2)cc1,·,-4%,9%
C/C=C/c1ccc(OCC(O)CN2CCCCCCC2)c(OC)c1 (stereo not drawn),-22%,-5%,0%
CC(=O)Oc1ccc(/C=C2\N=C(C3CCCCC3)OC2=O)cc1,2%,-5%,-1%
Cc1ccc([N+](=O)[O-])cc1S(=O)(=O)N(C(=O)c1ccncc1)c1ccc2oc3c(c2c1)CCCC3,8%,3%,-11%
CCCNC(=O)c1cnn2c(C(F)F)cc(-c3ccccc3)nc12,·,4%,1%
Cc1ccc(NC(=O)Nc2nc3ccc(S(C)(=O)=O)cc3s2)cc1,-6%,2%,-2%
COC(=O)c1sccc1NC(=O)Nc1cccc([N+](=O)[O-])c1,4%,1%,17%
CCOc1ccc(CCNC(=O)c2nc(-c3cccc(F)c3)n3c2CCCCC3)cc1OCC,·,-14%,-12%
Cc1cccc(-n2ncc3c(NCCc4ccc(S(N)(=O)=O)cc4)ncnc32)c1,?,-1%,-14%
CCOc1ccccc1N(CC(=O)Nc1c(C)n(C)n(-c2ccccc2)c1=O)S(=O)(=O)c1ccccc1,16%,-6%,21%
COc1ccc(S(=O)(=O)N(CCO)c2ccccc2CN(C)CC=Cc2ccc(Cl)cc2)cc1,?,9%,·
COc1ccc(Br)cc1CNC(=O)c1ccc2c(c1)N(Cc1ccc(C)cc1)CCS2,·,-4%,17%
Cc1[nH]c(-c2ccc(F)cc2)cc1C(=O)N1CCN(c2ccccc2)CC1,-10%,-8%,?
O=C(CN1CCN(C(=O)c2ccccc2F)CC1)Nc1ccc(Br)cc1,-2%,-9%,9%
CC1C(=O)N2CCCc3cc(NC(=O)C4CC4)cc1c32 (stereo not drawn),-1%,-1%,-1%
O=C(c1ccco1)c1coc2c1cc(O)c1ccccc12,-9%,2%,0%
C=CCC[C@H](Cc1ccc(F)cc1)C(=O)OC[C@@H](Cc1c[nH]c2ccccc12)NC(=O)[C@H](CC=C)CC(=O)NCCO,·,-8%,2%
CC1(C)C2CCC1(C)C(Nc1ccccc1)C2 (stereo not drawn),9%,-15%,-3%
Cc1nnc(NC(=O)CSc2nnc(CCc3nc4ccccc4[nH]3)n2C)s1,-1%,-2%,0%
O=C1CCC(C(=O)N2CCSCC2)CN1CCc1ccccc1 (stereo not drawn),-13%,-1%,15%
CCOc1cc(C2CC(=O)Nc3c2c(=O)nc(SCc2cccc(Cl)c2)n3C)ccc1O (stereo not drawn),·,-5%,13%
CCNC(=O)CC1C(=O)N(c2ccc(OC)cc2)C(=O)N1Cc1ccc(OC)cc1 (stereo not drawn),3%,-4%,-16%
CC(=O)Nc1cccc(NC(=O)Nc2ccc(F)cc2F)c1,5%,-11%,-5%

Entries above that contain a Cl atom:
compound,N370S GC,KAT2A inh,FEN1 inhibitor
Cc1ccc(NC(=O)Nc2cn(C)c(=O)c3ccccc23)c(Cl)c1,·,0%,15%
Cc1ccccc1N(Cc1cc(=O)[nH]c2ccccc12)C(=O)CCl,-14%,?,·
Cc1csc(NC(=O)C(C)Oc2ccc(Cl)cc2C)n1 (stereo not drawn),·,-8%,4%
Cc1cc(Nc2nc3c(c(=O)n(C)c(=O)n3C)n2C)n(-c2ccc(Cl)cc2)n1,-40%,-8%,-1%
Cc1ccc(CNC(=O)c2ccc(N3CCC4(CC3)CC(c3cccc(Br)c3)=NO4)c(NC(=O)c3c(Cl)cccc3Cl)c2)cc1,0%,-1%,4%
Cc1csc(=O)n1CCC(=O)OCC(=O)Nc1ccc(Cl)cn1,0%,1%,2%
O=C(Oc1cccc(Cl)c1)N1CCOCC1,-10%,-5%,1%
COc1ccc(S(=O)(=O)N(CCO)c2ccccc2CN(C)CC=Cc2ccc(Cl)cc2)cc1,?,9%,·
CCOc1cc(C2CC(=O)Nc3c2c(=O)nc(SCc2cccc(Cl)c2)n3C)ccc1O (stereo not drawn),·,-5%,13%

The listing continues.
compound,N370S GC,KAT2A inh,FEN1 inhibitor
CCn1c(=NC(=O)CS(=O)(=O)c2ccc(C)cc2)sc2cccc(OC)c21,16%,-16%,-10%
CCOc1ccc(C(=O)NCC2CCCO2)cc1 (stereo not drawn),2%,-10%,-6%
Cc1cccc(N(CC(=O)NCc2ccc(F)cc2)C(=O)c2csnn2)c1C,-3%,-2%,-5%
O=C(CSc1nc(O)c(C2CCCCC2)c(=O)[nH]1)NCC1CCCO1 (stereo not drawn),-4%,-11%,-2%
COc1cccc(/C=N/NC(=O)CNC(=O)c2ccc(S(=O)(=O)N3CCCC3)cc2)c1OC,7%,-7%,-1%
CCOc1ccc(C(C)=O)cc1COC(=O)c1cc([N+](=O)[O-])ccc1N1CCOCC1,3%,-11%,7%
Cc1nn(-c2ccccc2)c2sc(C(=O)N(CC(=O)NC3CCCC3)Cc3ccco3)cc12,9%,-4%,12%
CCN1C(=O)C(CC(=O)NC2CCCCC2)N(CC)C1=O (stereo not drawn),7%,2%,-5%
CC(C)N1C(=O)S/C(=C/c2ccccc2OCc2ccc(C(=O)O)cc2)C1=O,13%,-27%,?
Cc1ccc(S(=O)(=O)NCCC(=O)NNC(=O)COc2ccccc2Cl)cc1C,·,2%,10%
CNC(=S)NNC(=O)c1oc2nc(-c3ccccc3)cc(-c3ccco3)c2c1N,-10%,-11%,-13%
COCCN(Cc1ccccc1)C(=O)c1cccc(S(=O)(=O)N2CCN(c3ccc(F)cc3)CC2)c1,-13%,-5%,1%
CCOC(=O)NNC(=O)NCCCCCCNC(=O)NNC(=O)OCC,-4%,-6%,3%
CCOc1ccc(C2CC(=O)NC2=O)cc1 (stereo not drawn),-5%,1%,-11%
COc1ccc(OC)c(-c2nnc(SCC(=O)N3CCOCC3)o2)c1,-7%,-3%,-3%
CCOC(=O)[C@@H]1[C@H]2COc3cc(OC)ccc3[C@H]2N2C(=O)N(c3cccc(F)c3)C(=O)[C@]12C,·,-8%,-24%
CCc1ccc(S(=O)(=O)Nc2ccc3oc(C)c(C(=O)OCCOC)c3c2)cc1,·,-20%,-4%
COc1cc(C(c2c(C)[nH][nH]c2=O)c2c(C)[nH][nH]c2=O)ccc1OC(C)C,-12%,4%,-16%
O=C(Cc1cccs1)N1CCN(c2cccc(Cl)c2)CC1,2%,-1%,32%
CC1CCN(C(=O)COC(=O)C2CCN(S(=O)(=O)c3ccc4c(c3)OCCO4)CC2)CC1,-24%,0%,-6%
S=C(NCC1CCCO1)Nc1cccc(Cl)c1 (stereo not drawn),2%,-10%,-1%
COc1ccc(NC(=O)C2c3cc(OC)c(OC)cc3C(=O)N(C)C2c2cccnc2)cc1OC (stereo not drawn),2%,-3%,4%
COc1ccc(Nc2nc3c(S(=O)(=O)c4ccc(Br)cc4)nnn3c3ccsc23)c(OC)c1,·,-17%,13%
C=CC[n+]1c(-c2ccc(OCC)cc2)csc1NNC(=O)Nc1ccccc1,-3%,-6%,0%
N#Cc1ccc(C(=O)NC2CCCCCCC2)cc1,-17%,0%,4%
OCCNC(=S)Nc1cccc(Cl)c1Cl,-2%,2%,7%
COc1cc(/C=C2\SC(=S)N(CCC(=O)N3CCCCC3)C2=O)cc(OC)c1OC,-4%,-4%,-11%
Cc1csc(NC(=O)Nc2ccc(Cl)cc2)n1,0%,-4%,-10%
O=C1CCC(=O)N1CNc1cccnc1,-7%,1%,-6%
COc1cccc(OC)c1C(=O)Nn1c(-c2cccc(C)c2)nc2ccccc2c1=O,-14%,-12%,-6%
Cc1cc(C)nc(/N=C/c2c(O)n(C)c(=O)n(C)c2=O)n1,8%,1%,·
O=C(N/N=C/c1cccs1)c1cccc(S(=O)(=O)Nc2ccc(Cl)cc2)c1,15%,-17%,0%
CN1N=C(C(C)(C)C)CSC1=Nc1ccccc1,17%,-4%,-10%
COc1cc(/C=N/Nc2nc(Nc3ccccc3)nc(N3CCOCC3)n2)ccc1OC(=O)c1ccco1,1%,-13%,9%
COc1ccc(CC(=O)Nc2ccc(F)c(F)c2F)cc1S(=O)(=O)N1CCOCC1,·,0%,2%
Cc1c(OCC(=O)N2CCC(C(=O)O)CC2)ccc2c3c(c(=O)oc12)CCC3,3%,1%,2%
O=C(OCc1nnc(-c2ccccc2)o1)c1cc([N+](=O)[O-])ccc1Cl,23%,-11%,2%
CC(OC(=O)CCCc1nc2ccccc2s1)C(=O)NC(N)=O (stereo not drawn),-14%,1%,0%
COc1ccc(-c2c(C)nc3c(-c4ccccn4)cnn3c2N)cc1,12%,-13%,-1%
